# Menin MLL FP TR = inhibitors of human menin-MLL interaction, mutant MLL peptide | O00255 | Potency, µM (highest dose often 61.6 µM), for the others: at the highest dose FP activity change, negative = inhibition, usual class: inhibitors | AID 1768 | actives 0.23% (n = 270,000) | Menin + Texas Red MLL mutant peptide, fluorescence polarization; active = well fitted inhibition curve with a large enough effect in the polarisation, with a control signal flat, not every such curve was filed as active; inconclusive = small, poorly fitted or top-dose-only effect, or effect the other way, or a change in a side signal; inactive = no such curve, though single readings can be large or run the other way; the % refers to the polarisation; note: potency is the fitted concentration of half-maximal effect; % of control where 0% means no effect; many of its hits are not listed in these tables
# S-ASM inh = inhibitors of human secretory acid sphingomyelinase; placental ASM, HMU-PC fluorogenic substrate, 60 min; Potency, µM (titrated, usually from 57.5 µM), without a hit: at the top dose activity change, negative = inhibition, hits mostly inhibitors; actives 0.006% (n = 340,000); AID 504937; note: potency is the fitted concentration of half-maximal effect
#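 Fluorescence read-out (Ex 386 nm, Em 447 nm) after stopping the reaction at pH 10. Enzyme: ASM from human placenta; substrate HMU-PC0, 9 uM final; 60 min, 37 °C. Compound preincubation 10 min, ambient temperature.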
# TSHR antagonist = antagonists of human thyroid stimulating hormone receptor | activity change, negative = inhibition, % at 11.5 µM | AID 504810 | TSHR-expressing cells, TSH-stimulated cAMP HTRF, 2 h; active compounds read low | P16473 | actives 0.2% (n = 330,000);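 active = activity change below a set negative limit, meaning inhibition stronger than a set level, cut at about -70% in these data; inconclusive = activity change between two set negative limits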; note: % is set by controls: 0 for no effect and ±100 for the full control effect
#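 Cell-based HTRF cAMP assay; TSHR cells + compound, TSH EC80 (4nM final), 2 h, 37 deg C. Lysis with anti-cAMP cryptate and cAMP-d2, 30 min RT, read 665/620 nm.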
# Mito fusion act = inhibitors of mitochondrial division or activators of mitochondrial fusion | actives 0.23% (n = 320,000) | AID 485298 | Potency, µM (series often up to 46.1 µM), without a hit: at the top dose growth rescue (activation), most hits filed as activators | S. cerevisiae fusion-defective mutant growth rescue, CellTiterGlo 48 h;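 note: potency is the fitted concentration of half-maximal effect; % of control where 0% means no effect; nearly all actives have a fitted effect of over 45% in size; temperature-sensitive fusion mutants such as fzo1-1 at 37 °C on non-fermentable ethanol glycerol medium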
#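 Yeast fusion mutant, YPEG (non-fermentable carbon), compound, 48 h at 37C non-permissive; CellTiterGlo added, 10 min RT, luminescence read. Rescued growth = division inhibition.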
# USP2a block = blocks human ubiquitin-specific protease USP2a; O75604; USP2 core, Ub-CHOP2 coupled fluorogenic reporter, 485/531; Potency, µM (titrated, usually from 38.3 µM), without a hit: top-dose activity change, negative = inhibition, usual class: inhibitors; actives 0.01% (n = 330,000); AID 463254;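 note: potency is the fitted concentration of half-maximal effect; plate controls were DMSO wells for no effect and full inhibition by NEM control for full effect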
# Target sequence (O75604 whole entry, looked up): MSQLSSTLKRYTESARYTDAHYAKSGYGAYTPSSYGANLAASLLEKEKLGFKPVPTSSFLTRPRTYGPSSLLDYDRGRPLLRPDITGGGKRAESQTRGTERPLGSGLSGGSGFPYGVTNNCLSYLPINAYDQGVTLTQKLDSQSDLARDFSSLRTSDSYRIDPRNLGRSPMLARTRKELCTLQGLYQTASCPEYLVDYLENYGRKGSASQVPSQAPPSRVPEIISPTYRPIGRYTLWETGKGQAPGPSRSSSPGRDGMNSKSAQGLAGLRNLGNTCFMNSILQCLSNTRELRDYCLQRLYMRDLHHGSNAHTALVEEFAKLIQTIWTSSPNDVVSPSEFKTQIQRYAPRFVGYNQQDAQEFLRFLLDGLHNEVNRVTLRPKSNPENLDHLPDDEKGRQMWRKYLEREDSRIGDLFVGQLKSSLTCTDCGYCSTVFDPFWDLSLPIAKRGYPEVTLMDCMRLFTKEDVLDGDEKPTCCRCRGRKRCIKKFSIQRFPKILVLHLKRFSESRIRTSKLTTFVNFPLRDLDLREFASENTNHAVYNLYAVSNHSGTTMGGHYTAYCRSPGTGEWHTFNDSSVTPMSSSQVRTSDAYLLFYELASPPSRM
#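 USP2 core (10nM final) preincubated 30min RT with compound in 20mM Tris-HCl pH 8.0, 2mM CaCl2, 2mM beta-mercaptoethanol, 0.05% CHAPS; 25nM Ub-CHOP2 plus 25nM reporter substrate added, fluorescence (Ex485/Em531) read after 60min.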
# PKM2 act = activators of human pyruvate kinase M2. P14618. purified PKM2, Kinase-Glo ATP luminescence, activation; response scale: 0% is enzyme alone, no compound. Potency, µM (doses to about 57.5 µM), for the others: at the highest dose activation, actives largely listed as activators. actives 0.34% (n = 260,000). AID 1631; note: potency is the fitted concentration of half-maximal effect; % is set by controls: 0 for no effect and ±100 for the full control effect; nearly all actives have a fitted effect of over 55% in size
#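 Purified hPK-M2 (>95%) run at intermediate activity with 0.1 mM ADP and 0.5 mM PEP in 50 mM imidazole pH 7.2, KCl, MgCl2; 1 h room temperature. ATP formed read by Kinase-Glo luminescence; normalized to uninhibited and no-enzyme controls.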
# Eya2 phos inh = inhibitors of human Eya2 phosphatase activity; Potency, µM (top dose mostly 76.9 µM), inactives show at the top dose activity, negative = inhibition, most hits filed as inhibitors; recombinant Eya2, OMFP fluorescence dephosphorylation (OMFP is methylfluorescein phosphate); O00167; actives 0.006% (n = 330,000); note: potency is the fitted concentration of half-maximal effect; % is set by controls: 0 for no effect and ±100 for the full control effect
#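 Eya2 (0.2 uM) preincubated 10 min at ambient with compound, then OMFP substrate added at 50 uM; 10 min reaction in 50 mM HEPES pH 7.5, 50 mM NaCl, 5 uM MgCl2, 0.05% BSA, 1 mM DTT. Fluorescence read at Ex 485/Em 525 nm.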
# hERG WT inh = KCNH2 (human, wildtype) channel inhibition. activity change, % at 1.84 µM. U2OS, BacMam KCNH2, thallium flux FluxOr; active compounds read low. Q12809. AID 720551. actives 0.37% (n = 340,000);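 active = maximum activity change below -70%; inconclusive = maximum activity change between -70% and -50%; inactive = maximum activity change above -50%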; note: % is set by controls: 0 for no effect and ±100 for the full control effect
#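 U2OS cells transduced with wild-type KCNH2 virus are loaded with FluxOr dye for 45 min, and thallium flux is measured in kinetic reads before and after stimulation buffer. Rate constants are normalized to DMSO controls.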
# GALK inh = inhibitors of human galactokinase. actives 0.007% (n = 270,000). P51570. Purified GALK, Kinase-Glo residual ATP luminescence. Potency, µM (titrated, usually from 57.5 µM), for inactives: top-dose activity change, negative = inhibition, most hits filed as inhibitors; note: potency is the fitted concentration of half-maximal effect; % is set by controls: 0 for no effect and ±100 for the full control effect
#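 Galactose (100 uM) and ATP (35 uM) were turned over by 5 nM GALK for 1 h at RT. Kinase-Glo Plus then converted the remaining ATP into a luminescent signal.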
# Chronic BCR inh = chronic active BCR signaling inhibition. Potency, µM (doses to about 46.1 µM), for the others: at the highest dose ratio change, negative = lower green/red ratio, most hits filed as inhibitors. ABC-DLBCL IkBa-CBG/CBR reporter, luminescence ratio, 4 h. actives 0.05% (n = 340,000); active = well fitted inhibition curve with a large enough effect in the signal ratio, with a control signal flat, not every such curve was filed as active; inconclusive = small, poorly fitted or top-dose-only effect, or effect the other way, or a change in a side signal; the % refers to the signal ratio;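 note: potency is the fitted concentration of half-maximal effect; plate controls were basal doxycycline-induced cells for no effect and cells given 10 µM MG132 for full effect; MG132 reads +100%, hits lower the ratio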
#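 TMD8 ABC-DLBCL cells carrying doxycycline-inducible green luciferase fused to IkappaBalpha plus unfused red luciferase were exposed to compounds (up to 46 uM) for 4 hrs at 37C. Activity came from the overlap-corrected green/red luminescence ratio.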
# MBNL1-CUG inh = blocks human MBNL1 binding to CUG repeat RNA; Q9NR56; TR-FRET MBNL1-His/biotin-(CUG)12 binding, 665/545 ratio; Potency, µM (doses to about 57.5 µM), without a hit: at the top dose activity change, negative = inhibition, actives largely listed as inhibitors; actives 0.036% (n = 280,000); active = well fitted inhibition curve with a large enough effect in the signal ratio, with a control signal flat, not every such curve was filed as active; inconclusive = small, poorly fitted or top-dose-only effect, or effect the other way, or a change in a side signal; inactive = no such curve, though single readings can be large or run the other way; the % refers to the signal ratio; note: potency is the fitted concentration of half-maximal effect; % is set by controls: 0 for no effect and ±100 for the full control effect
# Target sequence (Q9NR56 whole entry, looked up): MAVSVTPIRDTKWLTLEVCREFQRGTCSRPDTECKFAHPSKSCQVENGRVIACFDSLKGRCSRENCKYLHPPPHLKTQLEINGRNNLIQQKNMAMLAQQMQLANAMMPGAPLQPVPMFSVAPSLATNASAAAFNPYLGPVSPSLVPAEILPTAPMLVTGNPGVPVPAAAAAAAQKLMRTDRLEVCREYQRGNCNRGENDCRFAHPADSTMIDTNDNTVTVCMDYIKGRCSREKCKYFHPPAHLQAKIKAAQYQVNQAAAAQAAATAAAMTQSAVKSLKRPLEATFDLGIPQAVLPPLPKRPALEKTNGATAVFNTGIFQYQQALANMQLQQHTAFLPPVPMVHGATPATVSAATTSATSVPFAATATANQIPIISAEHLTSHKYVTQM
#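 Compound titration spanned 92 nM–58 uM against the MBNL1-His/biotin-(CUG)12 complex. After 60 min at room temperature with 5 nM streptavidin-XL665 and 0.055 ng/ul terbium anti-His, ratiometric 665/545 nm emission (Ex 340 nm) normalized to controls.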
# An asterisk follows results filed as active; ? = inconclusive; . = not tested or not shown; [ ] = remark or other dose. Unless noted, calls come from the whole dose curve; as a rule, active = well fitted curve in the direction sought with a large enough effect; inconclusive = small, poorly fitted or top-dose-only effect, or another doubt; inactive = no such curve, though single readings can be large; an effect the other way counts as inactive or inconclusive. These rows are one share of the data (hit frequency here may not be typical).
cpd	compound	Menin MLL FP TR	S-ASM inh	TSHR antagonist	Mito fusion act	USP2a block	PKM2 act
1	C/C(CC(=O)Nc1ccccc1-c1ccccc1)=N\NC(=O)COc1ccc(C)cc1Br	-6%	-7%	1	-1%	4%	2%
2	CCCSc1nnc(CSc2nc3nc(C)cc(C)n3n2)o1	24%	-3%	3	3%	-1%	1%
3	O=C(N/N=C/c1ccc(N2CCOCC2)cc1)c1ccccc1OCCOc1ccccc1	-1%	438%[activator]	-17	-2%	0%	0%
4	COc1cc(OC)cc(-c2nnc(SCC(=O)N3CCCc4ccccc43)o2)c1	0%	-6%	-20	18%	-2%	3%
5	CC(C)c1onc(C(=O)N2CCCCCC2)c1[N+](=O)[O-]	-19%	-1%	10	-12%	-1%	1%
6	Cc1cc(-n2c(=S)sc3c(=O)n(-c4ccc(F)cc4)c(SCC(=O)O)nc32)ccc1Cl	?	3%	-13	-10%	-1%	.
7	COc1cc(S(=O)(=O)n2nc(C)cc2C)c(OC)cc1Cl	0%	-1%	3	0%	3%	-3%
8	CCCc1ccc(-c2cc(C(=O)NCCc3ccc(S(N)(=O)=O)cc3)c3ccccc3n2)cc1	-13%	1%	-13	-2%	-7%	-3%
9	COc1ccc(Cl)cc1NC(=O)C(C)OC(=O)c1ccc(NS(=O)(=O)c2ccc3[nH]c(=O)[nH]c3c2)cc1 (stereo unspecified)	?	?	-15	-5%	0%	3%
10	N/C(=N\OC(=O)Nc1ccccc1)c1ncc([N+](=O)[O-])s1	.	0%	3	-7%	-1%	-3%
11	Cn1cc(SCC(=O)Nc2ccc3c(c2)OCCO3)c2ccccc21	7%	-2%	-1	0%	3%	-2%
12	CCC1(C)CC(CC(=O)O)(c2ccccc2OC)CCO1 (stereo unspecified)	-10%	2%	-10	2%	3%	1%

cpd	Eya2 phos inh	hERG WT inh	GALK inh	Chronic BCR inh	MBNL1-CUG inh
1	-33%	-1	-1%	-6%	3%
2	6%	-17	-1%	0%	-7%
3	-7%	-7	-2%	?	?
4	-2%	1	3%	2%	-4%
5	-16%	-15	-3%	5%	5%
6	3%	-4	.	5%	19%
7	6%	3	0%	?	-7%
8	1%	-7	3%	?	27%
9	0%	-22	2%	-5%	.
10	-11%	-4	-1%	?	?
11	-2%	-5	0%	-9%	-4%
12	8%	-3	1%	0%	-1%

# Continued:
cpd	compound	Menin MLL FP TR	S-ASM inh	TSHR antagonist	Mito fusion act	USP2a block	PKM2 act
13	O=C(NNC(=O)c1cc2ccccc2cc1O)c1cccs1	?	16%	-14	5%	1%	.
14	C=CCNC1=C(Cl)C(=O)N(c2ccccc2Cl)C1=O	0%	6%	-33	-7%	-2%	7%
15	Cc1ncc(CN2CCCC(C(=O)Nc3ccc(-c4cccc(F)c4)cc3)C2)s1 (stereo unspecified)	.	-4%	-13	2%	-2%	.
16	Cc1cc(C)cc(OCc2nnc(SCC(=O)c3ccc(Br)cc3)o2)c1	9%	-3%	-16	7%	-5%	1%
17	CCOc1ccc(-c2nc(CSc3nncs3)cs2)cc1OC	-1%	0%	7	3%	-1%	-1%
18	CCc1ccccc1OCC(=O)Nc1ccc(S(N)(=O)=O)cc1	14%	2%	8	-4%	0%	4%
19	O=C(Nc1ccncc1)Nc1ccc(Br)cc1Cl	25%	-2%	-17	-7%	2%	0%
20	CC1CCN(C(=O)CCc2nnc3ccc(N4CCC5(CC4)OCCO5)nn23)CC1	-14%	3%	-1	-3%	1%	-10%
21	CC(NC(=S)Nc1ccccc1Cl)C(c1ccccc1)N1CCOCC1 (stereo unspecified)	-1%	0%	1	2%	-1%	-12%
22	CCCCCSc1nnc(-c2ccccc2NC(C)=O)c(=O)[nH]1	-1%	2%	-2	1%	-3%	-8%
23	CCC1(c2ccccc2)C(=O)N(C(=O)OC(C)(C)C)N1C(=O)OC(C)(C)C (stereo unspecified)	.	3%	0	-8%	-3%	.
24	CC(C)C(=O)Nc1ccc(N2CCCC2)cc1	-7%	0%	-11	-2%	-5%	16%

cpd	Eya2 phos inh	hERG WT inh	GALK inh	Chronic BCR inh	MBNL1-CUG inh
13	9%	1	0%	?	14%
14	11%	-15	-1%	0%	?
15	-13%	10	-3%	9%	-3%
16	2%	22	-3%	?	5%
17	-6%	-5	4%	0%	1%
18	?	-18	0%	?	-1%
19	-4%	6	-2%	0%	-6%
20	1%	1	7%	5%	2%
21	-2%	-7	.	?	4%
22	-6%	-8	1%	?	?
23	1%	-21	.	11%	.
24	5%	-5	0%	?	?

# The last four compounds of the section before are carried over, then new ones follow:
cpd	compound	Menin MLL FP TR	S-ASM inh	TSHR antagonist	Mito fusion act	USP2a block	PKM2 act
21	CC(NC(=S)Nc1ccccc1Cl)C(c1ccccc1)N1CCOCC1 (stereo unspecified)	-1%	0%	1	2%	-1%	-12%
22	CCCCCSc1nnc(-c2ccccc2NC(C)=O)c(=O)[nH]1	-1%	2%	-2	1%	-3%	-8%
23	CCC1(c2ccccc2)C(=O)N(C(=O)OC(C)(C)C)N1C(=O)OC(C)(C)C (stereo unspecified)	.	3%	0	-8%	-3%	.
24	CC(C)C(=O)Nc1ccc(N2CCCC2)cc1	-7%	0%	-11	-2%	-5%	16%
25	COc1ccc(NC(=S)N2CCCCC2c2cccnc2)cc1 (stereo unspecified)	.	11%	3	-4%	0%	0%
26	CCn1c(SCc2ccccc2)nnc1-c1cccnc1	2%	-4%	-33	14%	3%	-6%
27	Cc1c(C(=O)Nc2ccc3c(c2)OCCO3)sc2ncnc(N3CCCCC3C)c12 (stereo unspecified)	30%[activator]	-13%	-33	11µM*	2%	-1%
28	O=C1NC(c2ccc(O)cc2)Nc2ccccc21 (stereo unspecified)	0%	20%	7	0%	0%	0%
29	CCCC(=O)NC(=S)Nc1cccc2c(O)cccc12	19%	-5%	-6	-3%	4%	-7%
30	COc1ccc(CN2C(=O)c3ccccc3C2C(=O)NCC2CCCO2)c(OC)c1 (stereo unspecified)	21%	1%	-10	3%	3%	-2%
31	CCOC(=O)C1CCN(c2nc(-c3ccccc3)nc3c2oc2ccccc23)CC1	28%	-12%	-4	17%	5%	-4%
32	S=C(Nc1ccc(Oc2ccc(NC(=S)NC3CCCCC3)cc2)cc1)NC1CCCCC1	1%	2%	-46	17%	-2%	2%
33	CCOc1ccc2nc(C)cc(Nc3ccc4c(c3)OCCO4)c2c1	8%	-7%	-3	2%	0%	1%
34	Cc1ccc(C(=O)NCC(=O)NCCCc2ccccc2)s1	-20%	0%	-35	?	0%	7%
35	Cc1ccc(S(=O)(=O)Nc2cccnc2)cc1	6%	-2%	-1	-2%	0%	1%

cpd	Eya2 phos inh	hERG WT inh	GALK inh	Chronic BCR inh	MBNL1-CUG inh
21	-2%	-7	.	?	4%
22	-6%	-8	1%	?	?
23	1%	-21	.	11%	.
24	5%	-5	0%	?	?
25	4%	-11	-2%	8%	-3%
26	-8%	-4	-3%	21%	3%
27	0%	0	-4%	?	8%
28	-16%	-9	-3%	-10%	4%
29	5%	13	-2%	-2%	19%
30	-25%	1	-1%	-1%	-5%
31	1%	6	-5%	11%	-7%
32	0%	-14	4%	6%	-7%
33	13%	5	-1%	?	?
34	5%	0	-3%	?	0%
35	-2%	-7	3%	-2%	-9%

# High-throughput results (PubChem BioAssay)
